Source: PubChem (National Center for Advancing Translational Sciences (NCATS))
Sm TGR inh: blocks Schistosoma mansoni thioredoxin glutathione reductase | Q962Y6 | purified TGR, DTNB reduction, TNB absorbance 405 nm | Potency, µM (doses to about 114 µM), inactives show top-dose activity change, negative = inhibition, hits mostly inhibitors | 3% of 360,000 active; further: potency means the concentration at half of the fitted maximal effect; nearly all actives have a fitted effect of over 60% in size
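Kinetic colorimetric format: TGR-catalysed, NADPH-driven DTNB reduction monitored via TNB absorbance. Enzyme dispensed at 20 nM; compound exposure 15 min at room temperature before reaction start.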
AMA1-RON2 inh: inhibitors of Plasmodium falciparum AMA1-RON2 interaction; AlphaScreen AMA1-biotinylated RON2 peptide binding; Potency, µM (titrated, usually from 58.2 µM), inactives show at the highest dose activity change, negative = inhibition, hits mostly inhibitors; 0.2% of 360,000 active;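 further: potency means the concentration at half of the fitted maximal effect; 0% = vehicle wells and -100% = peptide control; nearly all actives have a fitted effect of over 45% in size; some results filed as inactive show a strong effect at the top dose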
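AMA1 (3D7) with his tag at 25 nM final met compounds first, then biotinylated RON2 peptide at 25 nM; detection used donor plus acceptor beads, 10 µg/mL apiece, read by AlphaScreen after 30 min at room temperature.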
HCMV inh: inhibitors of human cytomegalovirus; activity change, negative = inhibition, % at 57.5 µM; HFF cells, HCMV-luciferase reporter, 72 h; active compounds read low; 4.5% of 410,000 active; in the data active means activity change below about -60%; inconclusive means no clear call, values can overlap the other calls; inactive means above about -39%
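Inhibition of viral replication was scored as loss of reporter luminescence in HFFs infected with HCMV-luciferase (MOI 1 PFU/cell) for 72 h; compounds tested at 2 doses, normalized to buffer and Salinomycin controls.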
AmpC no deterg: inhibitors of E. coli AmpC beta-lactamase without detergent | P00811 | AmpC nitrocefin hydrolysis, absorbance 480 nm, 0.0001% Triton | Potency, µM (titrated, usually from 57.1 µM), for the others: at the highest dose activity change, negative = inhibition, usual class: inhibitors | 0.52% of 330,000 active;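 further: potency means the concentration at half of the fitted maximal effect; plate controls were no compound for no effect and no enzyme for full effect; nearly all actives have a fitted effect of over 20% in size; some results filed as inactive show a strong effect at the top dose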
Target sequence (P00811 whole entry, looked up): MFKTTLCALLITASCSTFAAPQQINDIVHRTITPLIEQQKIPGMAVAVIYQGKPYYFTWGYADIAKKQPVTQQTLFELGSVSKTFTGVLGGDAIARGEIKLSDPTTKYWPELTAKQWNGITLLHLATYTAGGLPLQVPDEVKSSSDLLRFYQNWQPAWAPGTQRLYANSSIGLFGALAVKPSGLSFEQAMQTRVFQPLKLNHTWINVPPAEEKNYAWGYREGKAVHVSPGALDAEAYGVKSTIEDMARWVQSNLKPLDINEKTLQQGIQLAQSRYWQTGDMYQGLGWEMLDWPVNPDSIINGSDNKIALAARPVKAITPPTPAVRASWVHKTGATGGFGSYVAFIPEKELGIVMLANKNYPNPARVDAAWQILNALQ
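20 mM phosphate pH 7.0 + 0.01% (detergent screen) or 0.0001% Triton X-100; 5.3 nM AmpC reagent; cpd preinc 15 min RT; nitrocefin (800 uM stock) to start; A480 q20 s × 4 min; Activity was normalised to no-enzyme and no-compound control wells.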
AmpC detergent: inhibitors of E. coli AmpC beta-lactamase with detergent | AmpC hydrolysis of nitrocefin, absorbance 480 nm, 0.01% Triton | Potency, µM (titrated, usually from 114 µM), inactives show at the top dose activity change, negative = inhibition, actives largely listed as inhibitors | 0.041% of 370,000 active | AID 485294;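 further: potency means the concentration at half of the fitted maximal effect; 0% = no-compound wells and -100% = no-enzyme wells; nearly all actives have a fitted effect of over 25% in size; some results filed as inactive show a strong effect at the top dose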
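AmpC (5.3 nM in the dispensed reagent) in 20 mM phosphate pH 7.0 with 0.01% (detergent screen) or 0.0001% Triton X-100 was preincubated with compounds for 15 min at room temperature. Nitrocefin was then added from an 800 uM solution, and hydrolysis was followed at 480 nm.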
LmPK inh: LmPK (Leishmania mexicana) enzyme inhibition; Q27686; purified LmPK, Kinase-Glo ATP luminescence, 1 h; Potency, µM (titrated, usually from 57.5 µM), for the others: at the top dose activity change, negative = inhibition, usual class: inhibitors; 0.37% of 290,000 active; AID 1721; further: potency means the concentration at half of the fitted maximal effect
Target sequence (Q27686 whole entry, looked up): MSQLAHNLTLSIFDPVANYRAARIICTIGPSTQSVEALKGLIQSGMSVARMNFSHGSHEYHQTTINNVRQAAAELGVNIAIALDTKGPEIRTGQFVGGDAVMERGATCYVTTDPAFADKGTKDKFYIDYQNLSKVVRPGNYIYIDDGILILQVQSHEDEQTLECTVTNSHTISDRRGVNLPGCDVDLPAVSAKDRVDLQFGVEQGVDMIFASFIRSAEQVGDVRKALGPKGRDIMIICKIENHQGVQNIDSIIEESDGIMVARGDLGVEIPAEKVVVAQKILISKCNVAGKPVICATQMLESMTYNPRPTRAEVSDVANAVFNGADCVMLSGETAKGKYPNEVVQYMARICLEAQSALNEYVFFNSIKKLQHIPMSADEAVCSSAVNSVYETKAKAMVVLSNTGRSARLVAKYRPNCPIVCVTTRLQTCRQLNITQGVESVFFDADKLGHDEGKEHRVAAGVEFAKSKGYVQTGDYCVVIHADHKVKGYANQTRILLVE
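Kinase-Glo luminescence read after 1 h RT reaction of 0.1 nM LmPK with 0.5 mM PEP and 0.1 mM ADP. Activity scaled between uninhibited and enzyme-free controls.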
Tb PYK inh: blocks Trypanosoma brucei pyruvate kinase; TbPYK enzyme, Kinase-Glo Plus ATP luminescence, 45 min; Q57TT1; AID 624173; 0.12% of 410,000 active; Potency, µM (top dose mostly 76.8 µM), for the others: at the highest dose activity, negative = inhibition, hits mostly inhibitors; further: potency means the concentration at half of the fitted maximal effect; nearly all actives have a fitted effect of over 50% in size
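Luminescence from Kinase-Glo Plus, added after a 45-minute room-temperature reaction, served as the end-point read-out. The enzyme and substrate were preincubated with compound before ADP (130 uM final) initiated turnover. Concentration-effect curves came from normalized qHTS data.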
* marks the source's active call; other numbers are inactive results; [ ] = dose if it differs, or a comment. Unless noted, the call rests on the fitted dose curve; in most records, active means well fitted curve in the direction sought with a large enough effect; inconclusive means small, poorly fitted or top-dose-only effect, or another doubt; inactive means no such curve, though single readings can be large; an effect the other way counts as inactive or inconclusive. Unless noted, on the % scale 0 is the no-effect control and ±100 the full control effect.

Start of the data: the first 2 entries (preview)
Results for CC1(NC(=O)c2cc(S(=O)(=O)N3CCCCC3)ccc2Cl)CCS(=O)(=O)C1 (stereo not given) ?
Sm TGR inh: -2.7%; AMA1-RON2 inh: inconclusive; HCMV inh: -11.8; AmpC no deterg: -1.6%; AmpC detergent: 2.3%; LmPK inh: -1.3%; Tb PYK inh: -13.4%

Results for O=C1CCCC(O)=C1Sc1ccccc1C(=O)O ?
AMA1-RON2 inh: -9.7%; HCMV inh: -20.0; AmpC no deterg: -8.2%; AmpC detergent: 1.2%; LmPK inh: 0.1%; Tb PYK inh: -2.2%

The list itself, from the start:
Results for CC1(NC(=O)c2cc(S(=O)(=O)N3CCCCC3)ccc2Cl)CCS(=O)(=O)C1 (stereo not given) ?
Sm TGR inh: -2.7%; AMA1-RON2 inh: inconclusive; HCMV inh: -11.8; AmpC no deterg: -1.6%; AmpC detergent: 2.3%; LmPK inh: -1.3%; Tb PYK inh: -13.4%

Results for O=C1CCCC(O)=C1Sc1ccccc1C(=O)O ?
AMA1-RON2 inh: -9.7%; HCMV inh: -20.0; AmpC no deterg: -8.2%; AmpC detergent: 1.2%; LmPK inh: 0.1%; Tb PYK inh: -2.2%

How did COc1ccccc1OCCCCCNCCO do in these assays?
Sm TGR inh: -16.9%; AMA1-RON2 inh: 6.3%; HCMV inh: 7.9; AmpC no deterg: 38.5%; AmpC detergent: inconclusive; LmPK inh: 4.6%; Tb PYK inh: -2.8%

Results for COc1ccc(S(=O)(=O)Cc2ccc(C(=O)NCc3ccccc3OC)o2)cc1 ?
Sm TGR inh: -19.8%; AMA1-RON2 inh: 0.0%; HCMV inh: 0.0; AmpC no deterg: -8.8%; AmpC detergent: -7.0%; LmPK inh: 3.9%; Tb PYK inh: -1.1%

How did CCN(Cc1ccccc1)C(=O)CN1C(=O)c2ccccc2C1=O do in these assays?
Sm TGR inh: 5.3%; AMA1-RON2 inh: 2.1%; HCMV inh: -3.9; AmpC no deterg: -4.9%; AmpC detergent: 3.1%; LmPK inh: -7.7%; Tb PYK inh: -15.8%

How did COc1cccc(-n2c(-c3ccco3)nc3nc4ccccc4nc32)c1 do in these assays?
Sm TGR inh: 0.5%; AMA1-RON2 inh: 9.5%; HCMV inh: inconclusive; AmpC no deterg: -6.5%; AmpC detergent: 5.2%; LmPK inh: 2.6%; Tb PYK inh: -15.5%

How did COC(=O)c1nnn(-c2ccc(Cl)c(Cl)c2)c1C(=O)OC do in these assays?
Sm TGR inh: -9.1%; AMA1-RON2 inh: -8.1%; HCMV inh: -30.1; AmpC no deterg: 10.1%; AmpC detergent: 2.5%; LmPK inh: -10.1%; Tb PYK inh: 0.1%

What do the screens show for `O=C(NC(Cc1ccccc1)C(=O)O)/C(=C/c1ccc([N+](=O)[O-])cc1)NC(=O)c1ccccc1` (stereo not given)?
Sm TGR inh: 1.9%; AMA1-RON2 inh: -8.0%; HCMV inh: 15.4; AmpC no deterg: -9.5%; AmpC detergent: -3.7%; LmPK inh: 8.8%; Tb PYK inh: -5.2%

What do the screens show for `Cc1ccc(OCCNC(=O)[C@H]2O[C@@H](n3ccc(=O)[nH]c3=O)[C@H](O)[C@@H]2O)cc1C`?
AMA1-RON2 inh: 1.6%; HCMV inh: 4.5; Tb PYK inh: -8.1%

How did O=C(OCc1nc2ccccc2s1)c1cc2ccccc2oc1=O do in these assays?
Sm TGR inh: 3.2%; HCMV inh: 97.7; AmpC no deterg: -30.8%; AmpC detergent: -0.8%; LmPK inh: -0.9%

Results for COC(=O)C1CCN(C(=O)COC(=O)Cn2cnnn2)CC1 ?
Sm TGR inh: 0.0%; AMA1-RON2 inh: 1.0%; AmpC no deterg: -4.5%; AmpC detergent: -12.1%; LmPK inh: -2.3%; Tb PYK inh: 1.9%

What do the screens show for `Cc1cc2ccccc2c(=O)n1CC(=O)NCC(=O)N1CCN(c2cccc(Cl)c2)CC1`?
Sm TGR inh: 0.2%; AMA1-RON2 inh: -5.0%; HCMV inh: inconclusive; AmpC no deterg: 1.2%; AmpC detergent: 3.7%; LmPK inh: -1.4%; Tb PYK inh: -12.5%

Results for CSC1=NCCN1S(=O)(=O)c1ccc(F)cc1 ?
Sm TGR inh: 1.9%; AMA1-RON2 inh: 13.3%; HCMV inh: 39.0; AmpC no deterg: -8.2%; AmpC detergent: 0.8%; LmPK inh: -6.9%; Tb PYK inh: 10.2%

Results for c1ccc(CSc2ncnc3c2cnn3-c2ccccc2)cc1 ?
Sm TGR inh: 6.1%; AMA1-RON2 inh: -3.6%; HCMV inh: inconclusive; AmpC no deterg: -17.0%; AmpC detergent: inconclusive; LmPK inh: -11.2%; Tb PYK inh: -14.5%

Results for CC(C)Nc1ncnc2c1cnn2Cc1ccc(Cl)cc1 ?
Sm TGR inh: 13.5%; AMA1-RON2 inh: -9.3%; HCMV inh: -24.6; AmpC no deterg: -5.4%; AmpC detergent: -0.5%; LmPK inh: 0.3%; Tb PYK inh: -0.2%

How did CC1Sc2ccc(Cl)cc2-c2nc(N)ncc21 (stereo not given) do in these assays?
Sm TGR inh: -5.0%; AMA1-RON2 inh: -7.1%; HCMV inh: -36.3; AmpC no deterg: -7.9%; AmpC detergent: -0.8%; LmPK inh: -9.1%; Tb PYK inh: 5.2%

How did CCOc1cccc2cc(-c3cn4c(n3)sc3cc(C)ccc34)c(=O)oc12 do in these assays?
Sm TGR inh: 1.4%; HCMV inh: 0.7; AmpC detergent: 3.5%; Tb PYK inh: 8.4%

What do the screens show for `CCc1ccc(NC2=NC(C(=O)NC3CCCCC3)CC(=O)N2)cc1` (stereo not given)?
Sm TGR inh: 7.3%; AMA1-RON2 inh: 18.2%; HCMV inh: -24.7; AmpC no deterg: -13.8%; AmpC detergent: inconclusive; LmPK inh: 0.1%; Tb PYK inh: 2.2%

Results for CCOC(=O)c1cc(C(=O)OCC)c2cc(Br)ccc2n1 ?
Sm TGR inh: 8.0%; AMA1-RON2 inh: -5.9%; HCMV inh: -5.5; AmpC no deterg: 34.6%; AmpC detergent: 5.6%; LmPK inh: 2.7%; Tb PYK inh: inconclusive

How did Cc1ccc(C(=O)N/N=C\c2c(C)nn(-c3ccccc3)c2Cl)cn1 do in these assays?
Sm TGR inh: -11.9%; AMA1-RON2 inh: 0.0%; HCMV inh: -28.0; AmpC no deterg: -10.9%; AmpC detergent: -14.4%; LmPK inh: inconclusive; Tb PYK inh: -7.9%

Results for CC(C)(C)n1cnc2cc(NC(=O)c3ccc(Cl)cc3)ccc21 ?
Sm TGR inh: -8.5%; AMA1-RON2 inh: -6.3%; HCMV inh: 4.2; AmpC no deterg: -6.7%; AmpC detergent: 3.1%; LmPK inh: -2.9%; Tb PYK inh: 5.4%

What do the screens show for `CCOC(=O)c1ccc(N2C(=O)CC(N(C)Cc3ccccc3)C2=O)cc1` (stereo not given)?
Sm TGR inh: inconclusive; AMA1-RON2 inh: -19.4%; HCMV inh: 16.9; AmpC no deterg: 0.6%; AmpC detergent: -5.3%; LmPK inh: -0.7%; Tb PYK inh: -9.4%

Results for Cc1ccc(C(=O)Nc2nnc(Cc3ccccc3)s2)cc1 ?
Sm TGR inh: 13.7%; AMA1-RON2 inh: 3.5%; HCMV inh: -20.2; AmpC no deterg: -18.1%; AmpC detergent: -0.5%; LmPK inh: 1.2%; Tb PYK inh: -2.4%

What do the screens show for `O=C(CN1C(=O)c2ccccc2C1=O)Nc1cccc(S(=O)(=O)Nc2ccccc2Cl)c1`?
Sm TGR inh: 1.9%; AMA1-RON2 inh: -8.1%[2.32 µM]; HCMV inh: 18.9; AmpC no deterg: -51.0%; AmpC detergent: 5.4%; LmPK inh: -2.1%; Tb PYK inh: -6.1%

What do the screens show for `COc1cccc(-c2cc(C(F)(F)F)nc(N3CCOCC3)n2)c1`?
Sm TGR inh: 7.3%; AMA1-RON2 inh: 58.3%[activator]; HCMV inh: -4.9; AmpC no deterg: 44.8%; AmpC detergent: 4.7%; LmPK inh: -0.3%; Tb PYK inh: -1.3%

Results for COc1ccc(CNC(=O)c2c3c(nc4ccccc24)C(=O)N(C2CCCCC2)C3)c(OC)c1 ?
Sm TGR inh: -3.9%; HCMV inh: 31.0; AmpC detergent: inconclusive; Tb PYK inh: -0.9%

What do the screens show for `COc1ccc2[nH]c3c(c2c1)CCN1C(=O)C(CC(=O)NCCC2=CCCCC2)C[C@H](C(=O)N2CCOCC2)[C@@]31CCC1CCCC1` (stereo not given in full)?
AMA1-RON2 inh: 7.8%; HCMV inh: -1.9; AmpC no deterg: -13.4%; Tb PYK inh: 1.8%

What do the screens show for `CCC(C(=O)N1CCC2(CC1)OCCO2)c1ccccc1` (stereo not given)?
Sm TGR inh: -21.0%; AMA1-RON2 inh: 1.6%; HCMV inh: -16.6; AmpC no deterg: -11.6%; AmpC detergent: inconclusive; LmPK inh: 0.3%; Tb PYK inh: 7.9%

How did O=C(c1cc2ccccc2oc1=O)N(Cc1cccc(Cl)c1)C1CCS(=O)(=O)C1 (stereo not given) do in these assays?
Sm TGR inh: -1.2%; HCMV inh: 19.5; AmpC detergent: 18.8%; Tb PYK inh: 3.6%

How did c1ccc(CCC2Cc3ccccc3N2)cc1 (stereo not given) do in these assays?
Sm TGR inh: -4.3%; AMA1-RON2 inh: inconclusive; HCMV inh: inconclusive; AmpC no deterg: -12.0%; AmpC detergent: 4.5%; Tb PYK inh: 1.1%

How did Cc1ccc(C(=O)Nc2cccc(NC(=O)c3ccc(C)cc3)n2)cc1 do in these assays?
AMA1-RON2 inh: -6.4%; HCMV inh: -4.3; Tb PYK inh: 1.8%

What do the screens show for `COc1ccc(CCCNC(=O)C2Cc3c(-c4cccc(C(C)=O)c4)ccnc3O2)cc1` (stereo not given)?
AMA1-RON2 inh: -5.3%; HCMV inh: -6.4; Tb PYK inh: 3.0%

How did CCCN(c1c(C)n(C)n(-c2ccccc2)c1=O)S(=O)(=O)c1ccc(C)cc1 do in these assays?
Sm TGR inh: 1.9%; HCMV inh: -8.8; AmpC detergent: 0.9%; Tb PYK inh: 3.5%

What do the screens show for `CCNC(=O)C1(C)CCN(Cc2ccc(C(F)(F)F)cc2)C1` (stereo not given)?
AMA1-RON2 inh: -2.9%; HCMV inh: -10.9; Tb PYK inh: 2.9%
